Source: PubChem
MPTP block = permeability transition pore inhibition; isolated mouse mitochondria, Ca2+ swelling absorbance, 30 min; inhibition, % at 10 µM; hit rate 1.4% among 360,000; AID 602449;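 active means inhibition of 50% or more, scaled per plate between neutral and stimulator controls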;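 further: 0% = DMSO wells given calcium and 100% = 1 mM EGTA wells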
NR3A LBD binder = modulates the human NR3A ligand-binding domain | NR3A LBD differential scanning fluorimetry, Tm shift; 0% = protein alone, 100% = glycine-bound protein | hit rate 2.5% among 340,000 | Tm shift relative to glycine control, % at 25 µM | AID 1259313;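 active means melting temperature shift of at least 10% of the positive control shift, at one fixed dose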
CCR6 antag = CCR6 (human) receptor antagonism; P51684; CHO-K1 CCR6 PathHunter beta-arrestin, luminescence, CCL20-stimulated; inhibition, % at 20 µM; hit rate 0.49% among 340,000; AID 493098;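 active means compounds whose inhibition of the agonist-driven luminescence signal at 20 µM reaches about 50%, limit read from the data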;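 further: cells stimulated with CCL20 at 14 nM final; plate controls were DMSO with CCL20 for no effect and DMSO without agonist for full effect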
CXCR6 block = blocks human CXCR6 beta-arrestin recruitment; O00574; CHO-K1 PathHunter CXCR6 beta-arrestin, luminescence; inhibition, % at 20 µM; hit rate 0.36% among 360,000; AID 602244; in the data active means inhibition above about 34%, passing the limit was not always enough;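 further: antagonist mode with CXCL16 agonist at 10 nM final; 0% = 10 nM CXCL16 with DMSO and 100% = unstimulated wells without agonist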
APOBEC3G inh = APOBEC3G (human) deaminase inhibition. Q9HC16. recombinant A3G, ssDNA deamination FAM/TAMRA fluorescence. inhibition, % at 20 µM. hit rate 0.28% among 330,000. AID 493012;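 active means inhibition of at least 40% at 20 µM, with no more than 30% in the related APOBEC3A deaminase screen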;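 further: plate controls were DMSO wells with A3G for no effect and wells lacking A3G enzyme for full effect; some compounds called inactive have numbers as strong as hits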
Target sequence (Q9HC16 whole entry, looked up): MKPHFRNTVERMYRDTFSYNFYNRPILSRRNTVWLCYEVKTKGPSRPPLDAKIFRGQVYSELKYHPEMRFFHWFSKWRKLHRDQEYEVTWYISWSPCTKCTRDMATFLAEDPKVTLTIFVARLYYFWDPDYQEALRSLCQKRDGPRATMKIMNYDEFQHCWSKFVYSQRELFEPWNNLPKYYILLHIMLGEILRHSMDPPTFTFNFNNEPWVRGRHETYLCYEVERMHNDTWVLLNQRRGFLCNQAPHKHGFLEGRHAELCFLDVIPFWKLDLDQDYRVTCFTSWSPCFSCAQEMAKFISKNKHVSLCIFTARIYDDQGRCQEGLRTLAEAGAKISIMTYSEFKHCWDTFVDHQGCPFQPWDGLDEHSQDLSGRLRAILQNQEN
Gli-Sufu antag = Gli-Sufu pathway antagonism | Sufu-KO-LIGHT fibroblasts, Gli luciferase reporter luminescence | inhibition, % at 5 µM | hit rate 0.74% among 340,000 | AID 588413;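 active means inhibition above about 55%, limit read from the data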;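 further: 0% = DMSO-treated cells and 100% = wells with medium but no cells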
APOBEC3A inh = blocks human APOBEC3A ssDNA deamination | P31941 | recombinant A3A, FAM/TAMRA ssDNA deamination fluorescence | inhibition, % at 20 µM | hit rate 0.41% among 330,000 | AID 493011;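 active means at least 40% inhibition at 20 µM here, with at most 30% in a related deaminase screen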;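 further: plate controls were A3A with DMSO for no effect and wells lacking A3A enzyme for full effect; some results filed as inactive read as strong as hits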
Target sequence (P31941 whole entry, looked up): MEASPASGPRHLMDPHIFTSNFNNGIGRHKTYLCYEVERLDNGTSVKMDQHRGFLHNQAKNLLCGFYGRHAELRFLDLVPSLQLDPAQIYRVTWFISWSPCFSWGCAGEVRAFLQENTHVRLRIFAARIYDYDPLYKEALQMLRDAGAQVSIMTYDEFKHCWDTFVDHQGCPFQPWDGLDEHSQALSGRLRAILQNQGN
EBI2 antag = EBI2 (human) antagonism. EBI2 beta-arrestin recruitment, luminescence, 7a,25-OHC stimulated. hit rate 0.81% among 360,000. inhibition, % at 5 µM. AID 651636. P32249; in the data active means inhibition above about 38%;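 further: enzyme fragment complementation signal reports receptor beta-arrestin coupling in cells; 0% = agonist plus DMSO wells and 100% = wells without agonist; some results beyond the cut were filed as inactive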
Target sequence (P32249 whole entry, looked up, the tested form may be a part): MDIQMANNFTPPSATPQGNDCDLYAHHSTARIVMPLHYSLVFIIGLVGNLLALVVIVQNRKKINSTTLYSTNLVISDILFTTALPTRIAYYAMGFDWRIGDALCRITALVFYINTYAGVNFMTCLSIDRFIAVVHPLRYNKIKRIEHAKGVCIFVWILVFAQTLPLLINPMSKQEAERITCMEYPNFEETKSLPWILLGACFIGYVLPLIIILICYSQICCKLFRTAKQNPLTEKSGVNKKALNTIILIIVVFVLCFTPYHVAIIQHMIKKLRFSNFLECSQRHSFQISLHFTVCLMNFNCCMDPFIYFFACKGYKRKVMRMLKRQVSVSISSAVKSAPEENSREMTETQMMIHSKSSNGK
The depositor's hits bear a star. This is a random part of the collection (roughly 5.8% active in at least one column).

The opening four entries, to show the layout:
NC(=O)CCN1CCN(Cc2nc(C(c3ccccc3)c3ccccc3)no2)CC1 was read as MPTP block -1.1, NR3A LBD binder -1, CCR6 antag -12, CXCR6 block 5, APOBEC3G inh -9, Gli-Sufu antag 13, APOBEC3A inh -3 and EBI2 antag 0.
`COC(C(=O)N/N=C(\C)CC(=O)Nc1ccc(N(C)C)cc1)c1ccccc1` (centres undefined) gave MPTP block 0.3, NR3A LBD binder 0, CCR6 antag -4, CXCR6 block -8, APOBEC3G inh 1, Gli-Sufu antag 0, APOBEC3A inh -1 and EBI2 antag -2.
For Clc1ccc(N/N=C/c2ccncc2)cc1Cl the results were MPTP block 70*, NR3A LBD binder 12*, CCR6 antag -4, CXCR6 block -23, APOBEC3G inh -7, Gli-Sufu antag -55, APOBEC3A inh -4 and EBI2 antag 6.
Screening CC1CCN(S(=O)(=O)c2nnc(NC(=O)COc3ccccc3)s2)CC1 returned MPTP block 0.2, NR3A LBD binder -5, CCR6 antag 8, CXCR6 block -1, APOBEC3G inh -4, Gli-Sufu antag -8, APOBEC3A inh -1 and EBI2 antag 3.

The list itself, from the start:
NC(=O)CCN1CCN(Cc2nc(C(c3ccccc3)c3ccccc3)no2)CC1 was read as MPTP block -1.1, NR3A LBD binder -1, CCR6 antag -12, CXCR6 block 5, APOBEC3G inh -9, Gli-Sufu antag 13, APOBEC3A inh -3 and EBI2 antag 0.
`COC(C(=O)N/N=C(\C)CC(=O)Nc1ccc(N(C)C)cc1)c1ccccc1` (centres undefined) gave MPTP block 0.3, NR3A LBD binder 0, CCR6 antag -4, CXCR6 block -8, APOBEC3G inh 1, Gli-Sufu antag 0, APOBEC3A inh -1 and EBI2 antag -2.
For Clc1ccc(N/N=C/c2ccncc2)cc1Cl the results were MPTP block 70*, NR3A LBD binder 12*, CCR6 antag -4, CXCR6 block -23, APOBEC3G inh -7, Gli-Sufu antag -55, APOBEC3A inh -4 and EBI2 antag 6.
Screening CC1CCN(S(=O)(=O)c2nnc(NC(=O)COc3ccccc3)s2)CC1 returned MPTP block 0.2, NR3A LBD binder -5, CCR6 antag 8, CXCR6 block -1, APOBEC3G inh -4, Gli-Sufu antag -8, APOBEC3A inh -1 and EBI2 antag 3.
`O=C1CCCCCN1C(=O)c1ccc(C(=O)N2CCCCCC2=O)cc1` gave MPTP block -2.4, NR3A LBD binder -1, CCR6 antag -10, CXCR6 block -11, APOBEC3G inh -6, Gli-Sufu antag 6, APOBEC3A inh -1 and EBI2 antag -6.
CCCC(C)C(=O)Nc1ccc(NC(C)=O)cc1 (centres undefined) was read as MPTP block -3.3, NR3A LBD binder -1, CCR6 antag 12, CXCR6 block 9, APOBEC3G inh -3, Gli-Sufu antag 5, APOBEC3A inh 0 and EBI2 antag -12.
Cc1c(NS(=O)(=O)c2ccc([N+](=O)[O-])cc2)c(=O)n(-c2ccccc2)n1C was read as MPTP block 0.1, NR3A LBD binder -2, CCR6 antag 3, CXCR6 block -9, APOBEC3G inh -6, Gli-Sufu antag 5, APOBEC3A inh -6 and EBI2 antag 2.
COC(=O)c1c(-c2c(Cl)cccc2Cl)noc1NC(=O)NN1CCCCC1 was read as MPTP block 9.2, NR3A LBD binder -4, CCR6 antag 13, CXCR6 block 12, APOBEC3G inh -4, Gli-Sufu antag 0, APOBEC3A inh -1 and EBI2 antag 26.
Screening O=C(CCN1C(=O)C2C3C=CC(C3)C2C1=O)NC1CCCc2ccccc21 (centres undefined) returned MPTP block -1.2, NR3A LBD binder 1, CCR6 antag 4, CXCR6 block -1, APOBEC3G inh 0, Gli-Sufu antag 8, APOBEC3A inh 1 and EBI2 antag -8.
CCN(CC)C(=O)Cc1cn(C)c2ccccc12 was read as MPTP block 1.6, NR3A LBD binder -2, CCR6 antag -11, CXCR6 block 0, APOBEC3G inh 3, Gli-Sufu antag -12, APOBEC3A inh -3 and EBI2 antag -6.
`CC1(C)C2CCC1(CS(=O)(=O)NC1CCCC1)C(=O)C2` (centres undefined) gave MPTP block 1.1, NR3A LBD binder -1, CCR6 antag -4, CXCR6 block 2, APOBEC3G inh -1, Gli-Sufu antag -13, APOBEC3A inh 0 and EBI2 antag 1.
Cc1ccc(SCc2c(C(=O)N/N=C/c3ccc4c(c3)OCO4)nnn2-c2nonc2N)cc1 was read as MPTP block -1.7, NR3A LBD binder 31*, CCR6 antag -10, CXCR6 block 7, APOBEC3G inh 0, Gli-Sufu antag -8, APOBEC3A inh 0 and EBI2 antag 12.
Screening CCN(CC(=O)Nc1ccc(NC(C)=O)cc1)C(=O)/C=C/c1cn(-c2ccccc2)nc1-c1ccc(C)cc1 returned MPTP block 0.0, NR3A LBD binder 10*, CCR6 antag -3, CXCR6 block 4, APOBEC3G inh -3, Gli-Sufu antag 2, APOBEC3A inh -2 and EBI2 antag 22.
C=CCOc1ccc(CN(C)C(=O)C2CCCO2)cc1 (centres undefined) was read as MPTP block -0.3, NR3A LBD binder 1, CCR6 antag 11, CXCR6 block 6, APOBEC3G inh -4, Gli-Sufu antag 10, APOBEC3A inh 0 and EBI2 antag -5.
For Cc1cc(OCC(=O)OCC(=O)NCc2ccc3c(c2)OCO3)ccc1Cl the results were MPTP block -1.3, NR3A LBD binder 2, CCR6 antag -8, CXCR6 block 1, APOBEC3G inh -1, Gli-Sufu antag 0, APOBEC3A inh 2 and EBI2 antag -12.
COc1ccc(CCNC(=O)C2CCCN(c3nc(C)cc(C)n3)C2)cc1 (centres undefined) was read as MPTP block 1.8, NR3A LBD binder 1, CCR6 antag 12, CXCR6 block 8, APOBEC3G inh -6, Gli-Sufu antag 3, APOBEC3A inh -2 and EBI2 antag 4.
`O=C(CCn1c(=S)oc2ccccc21)N1CCN(c2ccc(F)cc2)CC1` gave MPTP block 1.2, NR3A LBD binder 0, CCR6 antag 12, CXCR6 block -3, APOBEC3G inh -3, Gli-Sufu antag 5, APOBEC3A inh -3 and EBI2 antag -5.
For Nc1ncnc2c1ncn2C1CCC(CO)C(O)C1 (centres undefined) the results were MPTP block -0.8, NR3A LBD binder -1, CCR6 antag -8, CXCR6 block 1, APOBEC3G inh -2, Gli-Sufu antag 23, APOBEC3A inh 5 and EBI2 antag -9.
For O=S(=O)(c1ccc2c(c1)OCCO2)N1CCN(S(=O)(=O)c2ccccn2)CC1 the results were MPTP block 0.2, NR3A LBD binder 2, CCR6 antag -12, CXCR6 block 0, APOBEC3G inh -5, Gli-Sufu antag 47, APOBEC3A inh 0 and EBI2 antag -3.
Screening COc1ccc(OC)c(S(=O)(=O)N(C)CC(=O)N2CCN(c3ccccc3)CC2)c1 returned MPTP block -2.8, NR3A LBD binder 1, CCR6 antag 12, CXCR6 block -3, APOBEC3G inh 3, Gli-Sufu antag -11, APOBEC3A inh 0 and EBI2 antag -3.
`COc1ccc(N2C(=O)CC(N3CCCC4CCCCC43)C2=O)cc1` (centres undefined) gave MPTP block 0.2, NR3A LBD binder -2, CCR6 antag -9, CXCR6 block -11, APOBEC3G inh 2, Gli-Sufu antag 8, APOBEC3A inh 0 and EBI2 antag -10.
CCOC(=O)c1ccc(/[N+]([O-])=C/c2ccccc2)cc1 was read as MPTP block 0.8, NR3A LBD binder 0, CCR6 antag 1, CXCR6 block -4, APOBEC3G inh 13, Gli-Sufu antag -40, APOBEC3A inh 3 and EBI2 antag -2.
Screening CCCc1nc2ccc(NC(C)=O)cc2c(=O)n1Cc1cccc(Cl)c1 returned MPTP block 0.7, NR3A LBD binder -1, CCR6 antag 4, CXCR6 block 6, APOBEC3G inh -4, Gli-Sufu antag -13, APOBEC3A inh -3 and EBI2 antag 3.
Screening COc1ccc(C(CNC(=O)C(CCSC)NC(=O)c2ccccc2OC)N2CCCCC2)cc1 (centres undefined) returned MPTP block -0.7, NR3A LBD binder -4, CCR6 antag 9, CXCR6 block 10, APOBEC3G inh -1, Gli-Sufu antag 20, APOBEC3A inh -1 and EBI2 antag 9.
For CN(CC(=O)Nc1ccccc1C(F)(F)F)C(=O)CSCc1ccccc1 the results were MPTP block -0.3, NR3A LBD binder -2, CCR6 antag 9, CXCR6 block 6, APOBEC3G inh -6, Gli-Sufu antag -10, APOBEC3A inh 1 and EBI2 antag 4.
For CC(=O)OC1OCCOC1NC(=S)Nc1cccc(C(F)(F)F)c1 (centres undefined) the results were MPTP block 1.2, NR3A LBD binder 0, CCR6 antag 0, CXCR6 block 6, APOBEC3G inh 0, Gli-Sufu antag -5, APOBEC3A inh 4 and EBI2 antag -13.
For Clc1ccc(OCCCN2CCCCC2)c(Br)c1 the results were MPTP block 78*, NR3A LBD binder -5, CCR6 antag 0, CXCR6 block -9, APOBEC3G inh 1, Gli-Sufu antag 36, APOBEC3A inh 0 and EBI2 antag 0.
For Cc1ccc(NC(=O)c2oc3ccc(Br)cc3c2C)cc1S(=O)(=O)N1CCOCC1 the results were MPTP block 2.7, NR3A LBD binder 1, CCR6 antag 5, CXCR6 block -1, Gli-Sufu antag -2 and EBI2 antag 18.
Screening CCCc1cc2c(cc1NC(=O)c1ccccc1C)OCO2 returned MPTP block 1.1, NR3A LBD binder -1, CCR6 antag 1, CXCR6 block -4, APOBEC3G inh 0, Gli-Sufu antag -8, APOBEC3A inh 2 and EBI2 antag -8.
For O=C(O)/C=C\C(=O)Nc1ccc(OCc2ccccc2)cc1 the results were MPTP block -1.8, NR3A LBD binder -1, CCR6 antag 8, CXCR6 block -3, APOBEC3G inh -11, Gli-Sufu antag -26, APOBEC3A inh -6 and EBI2 antag -3.
Screening CC(C)c1nnc(NC(=O)C2CCCN2C(=O)Nc2ccccc2)s1 (centres undefined) returned MPTP block -1.9, NR3A LBD binder -1, CCR6 antag 14, CXCR6 block 5, APOBEC3G inh -8, Gli-Sufu antag 24, APOBEC3A inh 0 and EBI2 antag 1.
For Cc1ccc(NC(=O)C2C3C=CC4(O3)C2C(=O)N(CCCN2CCCCC2)C4C(=O)NC2CCCCC2)cc1C (centres undefined) the results were MPTP block -0.5, NR3A LBD binder 0, CCR6 antag 4, CXCR6 block 2, APOBEC3G inh -3, Gli-Sufu antag 9, APOBEC3A inh -1 and EBI2 antag 1.
Screening COc1ccc(Cc2nnc(NS(=O)(=O)Cc3ccccc3)s2)cc1 returned MPTP block -6.7, NR3A LBD binder 0, CCR6 antag 5, CXCR6 block 3, APOBEC3G inh 0, Gli-Sufu antag -11, APOBEC3A inh 5 and EBI2 antag -8.
`COc1ccc(-c2oc3ccc(N4CCOCC4)cc3c2C#CC2(O)CCCCC2)cc1` gave MPTP block 0.8, NR3A LBD binder -9, CCR6 antag -13, CXCR6 block 1, APOBEC3G inh -17, Gli-Sufu antag 2, APOBEC3A inh -5 and EBI2 antag 33.
For Cc1ccc(S(=O)(=O)N2CCN=C2SC(C)c2ccccc2)cc1 (centres undefined) the results were MPTP block 1.1, NR3A LBD binder 5, CCR6 antag 23, CXCR6 block -2, APOBEC3G inh -4, Gli-Sufu antag -2, APOBEC3A inh -3 and EBI2 antag 0.
Cc1cc(C(=O)O)ccc1-c1ccc(/C=N/n2cnnc2)o1 was read as MPTP block 2.1, NR3A LBD binder 0, CCR6 antag 10, CXCR6 block -6, APOBEC3G inh -4, Gli-Sufu antag -5, APOBEC3A inh 1 and EBI2 antag -9.
Screening CC1CCN(S(=O)(=O)c2ccc(NC(=O)Cn3nnc(-c4ccccc4F)n3)cc2)CC1 returned MPTP block 17, NR3A LBD binder 6, CCR6 antag 10, CXCR6 block 0, APOBEC3G inh 7, Gli-Sufu antag -9, APOBEC3A inh 1 and EBI2 antag -4.
Cc1oc2ccc(OCc3ccc(F)cc3)cc2c1C(=O)O was read as MPTP block -1.6, NR3A LBD binder -2, CCR6 antag 3, CXCR6 block -2, APOBEC3G inh -3, APOBEC3A inh 0 and EBI2 antag -6.
`CCC(NC(=O)c1ccc([N+](=O)[O-])cc1[N+](=O)[O-])c1ccccc1` (centres undefined) gave MPTP block 1.2, NR3A LBD binder 0, CCR6 antag -2, CXCR6 block -11, APOBEC3G inh -2, Gli-Sufu antag -8, APOBEC3A inh 1 and EBI2 antag -22.
